Screening results from PubChem.
TrxR1 substrate: rat thioredoxin reductase 1 substrate activity; purified TrxR1 substrate turnover, NADPH consumption readout; 390,000 compounds, 0.01% hits; O89049; Potency, µM (titrated, usually from 114 µM), for inactives: at the highest dose activity change, negative = substrate turnover; AID 588456; further: potency means the concentration at half of the fitted maximal effect; on the % scale 0 is the no-effect control and ±100 the full control effect; nearly all actives have a fitted effect of over 50% in size
Target sequence (O89049 whole entry, looked up): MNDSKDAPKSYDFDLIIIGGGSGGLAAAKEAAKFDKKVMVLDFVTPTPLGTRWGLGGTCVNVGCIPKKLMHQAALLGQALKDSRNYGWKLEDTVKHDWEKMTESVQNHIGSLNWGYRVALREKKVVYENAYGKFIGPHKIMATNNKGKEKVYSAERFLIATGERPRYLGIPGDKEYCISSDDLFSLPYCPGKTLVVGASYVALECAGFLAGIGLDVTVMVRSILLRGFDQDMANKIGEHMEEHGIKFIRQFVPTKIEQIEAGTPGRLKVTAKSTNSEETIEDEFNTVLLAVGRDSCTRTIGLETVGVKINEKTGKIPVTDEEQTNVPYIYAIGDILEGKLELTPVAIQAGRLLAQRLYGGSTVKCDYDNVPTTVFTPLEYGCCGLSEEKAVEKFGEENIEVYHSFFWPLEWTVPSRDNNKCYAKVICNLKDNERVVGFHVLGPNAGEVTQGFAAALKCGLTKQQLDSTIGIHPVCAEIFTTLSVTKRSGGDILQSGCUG
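Rat TrxR1, dispensed at 90 nM, was prereduced with 400 uM NADPH (final) for 5 min at ~22 deg C, then incubated with compound 15 min before 400 uM selenite. A first-read NADPH fluorescence drop versus no-compound background flagged substrates.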
USP1 inh: blocks the human USP1/UAF1 deubiquitinase complex | Potency, µM (top dose mostly 57.1 µM), without a hit: top-dose activity change, negative = inhibition, usual class: inhibitors | AID 743255 | 390,000 compounds, 0.23% hits | O94782 | recombinant USP1/UAF1, Ub-Rhodamine cleavage fluorescence; further: potency means the concentration at half of the fitted maximal effect; on the % scale 0 is the no-effect control and ±100 the full control effect; nearly all actives have a fitted effect of over 60% in size; inactives centre near -12
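In this screen, compounds sit with the deubiquitinase complex (1nM) for 15 min at room temperature before Ub-Rho is added at 150nM final. Fluorescence rise is then followed for 6 reads every 60 seconds.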
Pin1 inhibitor: human Pin1 inhibition; 390,000 compounds, 0.009% hits; Q13526; AID 504891; Pin1 FP peptide displacement, HiFluor488, 10 min; Potency, µM (series often up to 115 µM), for the others: top-dose activity, negative = inhibition, hits mostly inhibitors; active means well fitted inhibition curve with a large enough effect in the polarisation, with a control signal flat, not every such curve was filed as active; inconclusive means small, poorly fitted or top-dose-only effect, or effect the other way, or a change in a side signal; inactive means no such curve, though single readings can be large or run the other way; the % refers to the polarisation; further: potency means the concentration at half of the fitted maximal effect; on the % scale 0 is the no-effect control and ±100 the full control effect
Target sequence (Q13526 whole entry, looked up): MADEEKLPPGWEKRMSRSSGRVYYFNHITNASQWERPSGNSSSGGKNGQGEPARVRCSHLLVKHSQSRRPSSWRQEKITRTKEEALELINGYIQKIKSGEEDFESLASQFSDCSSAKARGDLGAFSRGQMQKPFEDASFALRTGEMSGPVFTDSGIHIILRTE
IDH1 R132H inh: human IDH1 R132H inhibition | O75874 | IDH1-R132H enzyme, NADPH consumption, diaphorase/resazurin fluorescence | Potency, µM (doses to about 76.6 µM), without a hit: at the highest dose activity change, negative = inhibition, usual class: inhibitors | 390,000 compounds, 0.093% hits | AID 602179; further: potency means the concentration at half of the fitted maximal effect; on the % scale 0 is the no-effect control and ±100 the full control effect; nearly all actives have a fitted effect of over 65% in size
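IDH1-R132H (0.5 ug/mL dispensed) in pH 7.5 Tris buffer was preincubated 30 min with compound, then given a substrate mix of 0.016 mM NADPH and 2 mM alpha-KG for 80 min at room temperature; remaining NADPH was read by diaphorase/resazurin fluorescence.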
Tb PGK inh: blocks T. brucei phosphoglycerate kinase; Potency, µM (highest dose often 57.5 µM), without a hit: at the highest dose activity change, negative = inhibition, actives largely listed as inhibitors; PGK/GAPDH coupled, Kinase-Glo luminescence, 60 min; 380,000 compounds, 0.043% hits; P07378; further: potency means the concentration at half of the fitted maximal effect; on the % scale 0 is the no-effect control and ±100 the full control effect; nearly all actives have a fitted effect of over 60% in size
Target sequence (P07378 whole entry, looked up): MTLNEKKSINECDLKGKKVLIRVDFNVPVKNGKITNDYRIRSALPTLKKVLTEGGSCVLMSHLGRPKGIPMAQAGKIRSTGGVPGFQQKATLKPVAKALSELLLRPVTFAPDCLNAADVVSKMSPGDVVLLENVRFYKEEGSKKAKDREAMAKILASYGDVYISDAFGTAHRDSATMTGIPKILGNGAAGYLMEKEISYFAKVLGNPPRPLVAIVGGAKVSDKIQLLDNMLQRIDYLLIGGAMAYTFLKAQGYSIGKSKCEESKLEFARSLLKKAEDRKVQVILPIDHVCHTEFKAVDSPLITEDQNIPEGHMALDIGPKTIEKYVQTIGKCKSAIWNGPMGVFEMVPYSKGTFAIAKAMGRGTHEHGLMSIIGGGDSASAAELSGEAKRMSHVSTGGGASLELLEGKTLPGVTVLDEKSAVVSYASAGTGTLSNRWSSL
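Recombinant glycosomal PGK reaction used 1,3-bisphosphoglycerate generated in-well by GAPDH (100nM final) in 100mM TEA pH 7.6, 5mM MgCl2, 0.01% Tween-20. After 60 minutes at room temperature, ATP was read by Kinase-Glo Plus luminescence end-point.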
GLS inhibitor: inhibitors of human glutaminase (GLS). O94925. GLS enzymatic activity, qHTS titration. Potency, µM (highest dose often 45.5 µM), for inactives: at the top dose activity change, negative = inhibition, hits mostly inhibitors. 410,000 compounds, 0.21% hits. AID 624170; further: potency means the concentration at half of the fitted maximal effect; on the % scale 0 is the no-effect control and ±100 the full control effect
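Glutamate formation by hKGA was monitored fluorometrically using coupled glutamate oxidase, HRP and Amplex Red. Substrate was added as 1 mM L-glutamine solution; incubation was 30 min at RT after an initial read.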
PI4K2A block: blocks human PI4K2A kinase activity; Q9BTU6; purified PI4K2A, ADP-Glo luminescence, 1 h; active compounds read low; activity change, negative = inhibition, % at 76.9 µM; 420,000 compounds, 0.13% hits; AID 1346378; in the data active means activity change below about -50%; inconclusive means mostly about -30% to -49%;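 further: -100% = wells without enzyme as full effect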
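In this quantitative HTS, ADP production by PI4K2A was quantified luminescently after 1 h at ambient temperature; 100 microM adenosine served as plate-quality control.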
HP1b binding inh: HP1-beta chromodomain-methylated histone interaction inhibition; P83916; AlphaScreen HP1-beta / biotin-H3K9me3 peptide binding; Potency, µM (top dose mostly 114 µM), for the others: at the highest dose activity change, negative = inhibition, actives largely listed as inhibitors; 390,000 compounds, 0.56% hits; AID 540317; further: potency means the concentration at half of the fitted maximal effect; nearly all actives have a fitted effect of over 70% in size; inactives centre near 23
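AlphaScreen: HP1-beta (50 nM) preformed 30 min with biotin-H3(1-18)K9me3 peptide (50 nM) in PBS pH 7.4, 0.01% Tween-20. Compound added for 30 min at RT, then streptavidin donor/nickel chelate acceptor beads (10 ug/mL) for 30 min.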
TrxR1 inh: rat TrxR1 inhibition. Potency, µM (top dose mostly 114 µM), for the others: at the top dose activity change, negative = inhibition, actives largely listed as inhibitors. O89049. 390,000 compounds, 1% hits. recombinant rTrxR1, NADPH fluorescence consumption, selenite substrate; further: potency means the concentration at half of the fitted maximal effect; on the % scale 0 is the no-effect control and ±100 the full control effect; nearly all actives have a fitted effect of over 65% in size
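Rat TrxR1 (90 nM in the dispensed reagent) was pre-reduced with 400 uM NADPH for 5 min at room temperature, then incubated with compound for 15 min. After 400 uM selenite was added, NADPH fluorescence (Ex 340/Em 450 nm) was followed for 8 min.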
An asterisk follows results filed as active; i = inactive; ? = inconclusive; & = joins results of further samples; [ ] = remark or other dose. Unless noted, the call rests on the fitted dose curve; in most records, active means well fitted curve in the direction sought with a large enough effect; inconclusive means small, poorly fitted or top-dose-only effect, or another doubt; inactive means no such curve, though single readings can be large; an effect the other way counts as inactive or inconclusive. These rows are one share of the data, so the mix of outcomes need not match the whole.

#	TrxR1 substrate	USP1 inh	Pin1 inhibitor	IDH1 R132H inh	Tb PGK inh	GLS inhibitor	PI4K2A block	HP1b binding inh	TrxR1 inh	canonical_smiles
1	3%	-22%	0%	5%	-7%	2%	4	7%	2%	O=C(CSc1nc(-c2ccccc2)nc2c1CCCC2)N1CCOCC1
2	-1%	-7%	-2%	-1%	-2%	10%	3	43%[activator]	-14%	CC1CCN(C(=S)NC2CCCCC2)CC1
3	-12%	-10%	-1%	2%	0%	-2%	4	28%	-4%	O=C(Nc1cccc(F)c1)C1CCN(S(=O)(=O)c2cnc[nH]2)CC1
4	11%	-15%	1%	8%	7%	60%[activator]	0	-32%	12%	COc1ccc(OCC(=O)Nc2ccc(N3CCOCC3)cc2)cc1
5	3%	-18%	2%	-14%	4%	-1%	1	22%	8%	CN(Cc1c(F)cccc1Cl)C(=O)C1=CC=CN2CCS(=O)(=O)N=C12
6	9%[57.1 µM]	-26%	2%	7%	5%	-27%	1	17%	28%[57.1 µM]	CCN(CC)c1cccc(OC(=O)c2cccnc2Cl)c1
7	4%	-9%	-1%	11%	-5%	7%	6	39%[activator]	136%[activator]	Cc1cc2n(n1)CCCN2C(=O)Nc1ccccc1C(F)(F)F
8	5%[57.1 µM]	-12%	5%	1%	10%	6%	5	18%	16%[57.1 µM]	Cc1cc(S(=O)(=O)NC2CCCCC2)ccc1-n1cnnn1
9	-3%	-19%	0%	6%	-4%	-6%	1	62%[activator]	16%	Cc1nn(-c2ccccc2)c(C)c1-c1nnc(C(F)(F)F)o1
10	2%	-25%	-1%	0%	5%	1%	0	41%[activator]	24%	COc1ccc(NC(=O)[C@H](C)NC(=O)[C@@H]2Cc3ccccc3CN2C(=O)OC(C)(C)C)cc1
11	-12%	-8%	-2%	3%	1%	1%	-1	24%	-3%	O=C(COC(=O)Cc1cccc(C(F)(F)F)c1)NC(=O)NC1CCCC1
12	-4%	-19%	0%	-2%	-4%	0%	1	71%[activator]	0%	COc1ccc(CCNC(=O)c2ccccc2OCc2ccccc2)cc1
13	2%[57.1 µM]	?	0%	22%	-7%	-13%	-9	32%	-2%[57.1 µM]	CNC(=S)/N=C/NOCc1ccc(Cl)cc1Cl
14	0%	-9%	4%	0%	0%	1%	-4	39%[activator]	2%	Cc1ccc2nc(SCC(=O)N(CC(C)C)c3c(N)n(Cc4ccccc4)c(=O)[nH]c3=O)[nH]c2c1
15	2%	-21%	-2%	6%	-1%	-6%	-5	34%	0%	Cc1nnsc1-c1nnc(SCC(=O)c2ccc(C#N)cc2)n1C1CC1
16	-4%[57.1 µM]	-10%	1%	-6%	9%	5%	8	36%	0%[57.1 µM]	O=C(c1ccc(Cl)cc1)c1cnc2ccccn12
17	-5%	-24%	3%	12%	-4%	-9%	5	38%	-16%	Cc1cc(-n2c(C)cc(C(=O)COc3ccc([N+](=O)[O-])cc3)c2C)no1
18	-1%	-19%	-3%	8%	i	-3%	0	43%[activator]	5%	COc1ccc(CNC(=O)CN(C)S(=O)(=O)c2ccccc2)cc1
19	-11%	-8%	-8%	19%	5%	14%	-4	246%[activator]	-10%	CC(C)Oc1ccc(Oc2ccc(C(F)(F)F)cn2)cc1
20	-10%	-5%	3%	0%	-2%	6%	20	42%[activator]	-14%	CN(C)CCNC(=O)Nc1ccc(F)cc1F
21	15%[57.1 µM]	-18%	0%	9%	i	5%	1&0	53%[activator]	17%[57.1 µM]	CC1CCN(CC[C@H]2CCCN2S(=O)(=O)c2cccc(O)c2)CC1
22	-3%[57.1 µM]	12%	1%	-9%	i	-1%	0	2%	7%[57.1 µM]	CCOc1ccc(NC(=O)c2ccc(CN3C(=O)C(C)=C(c4ccc(C)cc4)S3(=O)=O)cc2)cc1
23	7%[57.1 µM]	-15%	-2%	5%	-6%	7%	-1	23%	3%[57.1 µM]	Cc1nc(Nc2ccccc2F)c2oc3ccccc3c2n1
24	15%[57.1 µM]	-9%	11%	-3%	-1%	4%	1	14%	14%[57.1 µM]	Cc1ccc(/C=C2/SC(=S)N(CC(=O)Nc3ncc(Cc4ccc(C)cc4)s3)C2=O)cc1
25	-3%	-6%	8%	2%	9%	18%	-2	47%[activator]	?	CSc1nc(C)c(CCOC(=O)c2cccc(C)c2)c(=O)[nH]1
26	-2%[57.1 µM]	-24%	-7%	-10%	-3%	-1%	4	-22%	-16%[57.1 µM]	O=C(Nc1nc(-c2ccccn2)cs1)c1ccco1
27	9%[11.4 µM]	2%	0%	0%	-7%	-19%	-6	66%[activator]	7%	Fc1ccc(Nc2nc(-c3ccncc3)nc3ccccc23)cc1
28	22%	-25%	8%	-9%	-1%	1%	-5	24%	7%	NCCn1c(-c2ccccc2)cc(C(=O)O)c1-c1ccccc1F
29	4%	-15%	7%	-4%	-4%[11.5 µM]	5%	-8	15%	5%	CCc1ccc(NC(=O)N(C2CCC(C)CC2)C2CCN(C(C)=O)CC2)cc1 (configuration not stated)
30	15%	?	59%[activator]	-2%	-2%	-11%	-2	24%	2%	O=C(C[C@H]1C[C@H](C(=O)N2CCOCC2)[C@@]2(CCC3CCCC3)c3[nH]c4cc(-c5ccco5)ccc4c3CCN2C1=O)NCc1cccc(C(F)(F)F)c1

(list continues)
#	TrxR1 substrate	USP1 inh	Pin1 inhibitor	IDH1 R132H inh	Tb PGK inh	GLS inhibitor	PI4K2A block	HP1b binding inh	TrxR1 inh	canonical_smiles
31	-12%	-10%	-2%	3%	-3%	-3%	-1	18%	-8%	CCCCCCCC(=O)C(C)C(=O)N(C)[C@H](Cc1ccc(OC)cc1)C(=O)N(C)[C@H](C(N)=O)C(C)C (some centres not stated)
32	-1%	1%	0%	2%	-1%	7%	-1	11%	-6%	COC(=O)[C@H](C)NC(=O)Nc1ccc(OC(F)(F)F)cc1
33	-5%	-20%	33%[activator]	0%	-7%	9%	-1	34%	-10%	O=C(CSc1ccccc1)N1CCC(N2CCC(C(=O)N3CCCC3)CC2)CC1
34	0%	-17%	2%	12%	-9%	-5%	-4	59%[activator]	8%	CC(C)c1ccc(C(O)P(=O)(OC2CCCCC2)OC2CCCCC2)cc1 (configuration not stated)
35	-10%	-29%	-2%	1%	-9%	-18%	11	13%	5%	CCN(Cc1cnn(C)c1)C(=O)c1cc(COc2cc(C)c(Cl)c(C)c2)on1
36	0%	-12%	2%	-5%	10%	0%	3	35%	9%	O=C(CN1C(=O)CCC1=O)Nc1ccc(Cc2ccc(NC(=O)CN3C(=O)CCC3=O)cc2)cc1
37	6%[57.1 µM]	-9%	-4%	0%	-5%	3%	0	22%	13%[57.1 µM]	COc1cccc(CNC(=O)Cc2c(C(=O)O)c(C)cn2C)c1
38	-4%	-20%	2%	-1%	i	-9%	-1	24%	10%	CCCCN1CC(c2nc3ccccc3n2CCCCOc2ccc(C)c(C)c2)CC1=O (configuration not stated)
39	47%	-20%	1%	1%	-3%	-2%	4	39%[activator]	18%[57.1 µM]	CCOc1ccccc1Oc1coc2cc(O)ccc2c1=O
40	6%[57.1 µM]	-10%	3%	-2%	-3%	0%	3	22%	0%[57.1 µM]	COC(=O)Cn1c(CN2CCN(c3ccccc3F)CC2)nc2c1c(=O)n(C)c(=O)n2C
41	7%[57.1 µM]	-17%	-2%	2%	-1%	-1%	5	52%[activator]	7%	O=S(=O)(O)CCN1CCOCC1
42	2%[57.1 µM]	-7%	-13%	9%	-4%	-9%	-9	20%	-1%[57.1 µM]	O=C1C=C(c2ccc(C(=O)O)c(Cl)c2)C[C@@H](c2ccc3c(c2)OCO3)C1
43	-3%	?	?	6%	i	0%	-4	-7%	23%	CN(N=Nc1ccc([N+](=O)[O-])cc1)c1ccccc1
44	8%[57.1 µM]	-6%	4%	3%	-13%	-1%	-3	-3%	9%[57.1 µM]	CN(CC(=O)Nc1ccc(F)cc1)C(=O)COC(=O)Cc1c(F)cccc1Cl
45	190%[activator]	-20%	6%	1%	7%	3%	3	52%[activator]	23%	Cc1cccn2c(=O)c3cc(C(=O)N4CCN(C(=O)c5ccco5)CC4)n(C)c3nc12
46	-2%	9%	?	10%	1%	2%	-8	17%	17%[57.1 µM]	CCOC(=O)[C@H]1[C@H]2COc3ccc(OC)cc3[C@@H]2N2C(=O)c3cc(OC)c(OC)cc3NC(=O)[C@@]12C
47	-5%	-5%	4%	-4%	-5%	36%[activator]	1	5%	5%	CC(C)NC(=O)Nc1cccc2c1O[C@H](CN(C)S(=O)(=O)c1ccc(F)cc1)[C@@H](C)CN([C@H](C)CO)C2=O
48	15%[57.1 µM]	2%	2%	3%	0%	13%	7	6%	23%[57.1 µM]	CC(C)(C)OC(=O)N1Cc2ccccc2C[C@H]1C(=O)NC1CCCC1
49	-3%	-27%	2%	-1%	-1%	4%	2	18%	1%	CN1C(=O)C2(c3ccccc31)N(c1ccc(Br)cc1)C(=O)CS2(=O)=O (configuration not stated)
50	5%	2%	-5%	2%	5%	1%	0	30%	9%	CN(CCOc1ccccc1)C(=O)c1ccc(F)c(S(=O)(=O)N2CCOCC2)c1
51	1%	-13%	6%	-10%	1%	7%	2	24%	14%	O=c1oc2ccccc2cc1-c1cn2cc(Cc3cc(Cl)ccc3Cl)sc2n1
52	6%	-17%	-1%	-1%	i	-14%	4	81%[activator]	-14%	CCOC(=O)c1cc[n+](CC(=O)c2ccc(F)cc2)cc1
53	3%	-6%	1%	0%	-8%	-1%	-1	22%	9%	CN(CC(=O)Nc1ccc(F)cc1)C(=O)C1CCN(C(=O)Nc2ccccc2)CC1
